ELG1 genotoxic: genotoxicity induction in ELG1-luciferase HEK293T cells; Potency, µM (highest dose often 46 µM), inactives show at the highest dose activity change, positive = activation, actives largely listed as activators; HEK293T ELG1-luciferase reporter, luminescence, 16 h; hit rate 1.3% among 330,000; also: potency is read from the fitted curve at half-maximal effect; % of control where 0% means no effect; nearly all actives have a fitted effect of over 60% in size
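DMSO vehicle served as control against compound-treated ELG1-luciferase HEK293T cells; exposure lasted 16 hr at 37 °C and 5% CO2, followed by ONE-Glo luminescence detection after 30 min.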
uPA surface inh: inhibitors of cell surface uPA generation. cell surface uPA generation assay, qHTS. Potency, µM (top dose mostly 38.3 µM), for inactives: at the top dose activity change, negative = inhibition, hits mostly inhibitors. hit rate 0.31% among 330,000. AID 540303; active = well fitted inhibition curve with a large enough effect; inconclusive = small, poorly fitted or top-dose-only effect; inactive = no such curve, though single readings can be large or run the other way; tested in mouse RAW 264.7 cells; also: potency is read from the fitted curve at half-maximal effect; % is scaled to controls: 0 for no effect and ±100 for the full control effect; nearly all actives have a fitted effect of over 55% in size
Rab9 prom act: Rab9 promoter activation | Huh7 Rab9 promoter-luciferase reporter, luminescence, 24 h | Potency, µM (titrated, usually from 9.22 µM), without a hit: at the highest dose activation, negative = inhibition, actives largely listed as activators | hit rate 2.8% among 320,000 | AID 485297; also: potency is read from the fitted curve at half-maximal effect; % of control where 0% means no effect; nearly all actives have a fitted effect of over 60% in size
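Cells were plated at 1500 per well in reduced-serum medium with 10% FBS and left 2 h. Compound in DMSO was then added for 24 h at 37 °C. Reporter signal was read by luminescence after 10 min with luciferase detection reagent.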
Giardia kill: kills Giardia lamblia | hit rate 0.15% among 340,000 | Giardia lamblia trophozoite viability | activity change, % at 7.66 µM, hits read low; in the data active = activity change below about -80%; inconclusive = between about -30% and that limit;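 also: parasites exposed to compound for two days anaerobically before the ATP read; % is scaled to controls: 0 for no effect and ±100 for the full control effect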
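Trophozoites 100 cells/well + cpd; 48 hrs, 37 deg C, anaerobic. ATPLite 1-Step added, 15-30 min RT, luminescence read (ATP-based viability).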
KCNH2 3.1 inh: blocks the human KCNH2 3.1 channel isoform. activity change, % (tested at about 1.8 µM). AID 720553. hit rate 0.95% among 340,000. U2OS KCNH2 3.1, thallium flux FluxOr; active compounds read low;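 active = maximum activity change below -70%; inconclusive = maximum activity change from -70% to -50%; inactive = maximum activity change above -50%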;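 also: thallium influx rate constant from kinetic fluorescence after stimulation buffer; % is scaled to controls: 0 for no effect and ±100 for the full control effect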
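Channel expression came from 3.1 mutant virus (1.77 x 10^8 /mL) applied to suspended U2OS cells for 4 h. Flux was tracked with FluxOr dye plus Red40 quencher, and kinetic rate constants normalized to controls.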
Coupling enz: counter-screen for Giardia aldolase inhibitors: coupling enzyme system; coupling enzyme system counterscreen, AmpLite Red fluorescence; activity change, negative = inhibition, % at 58.2 µM, hits read low; hit rate 0.67% among 290,000; in the data active = activity change below about -30%; also: % is scaled to controls: 0 for no effect and ±100 for the full control effect
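Counterscreen of the coupled detection system alone, without aldolase: glyceraldehyde-3-phosphate coupling enzymes plus AmpLite Red readout. Compounds at 57.5 uM final, 10 min RT preincubation, 20 min RT reaction, fluorescence 525/598 nm.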
NPC1 prom act: activators of NPC1 promoter. Huh7 NPC1 promoter luciferase reporter, 24 h. hit rate 2.4% among 320,000. Potency, µM (titrated, usually from 9.22 µM), for inactives: at the top dose activation, actives largely listed as activators;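 also: potency is read from the fitted curve at half-maximal effect; % of control where 0% means no effect; nearly all actives have a fitted effect of over 60% in size; reporter is driven by a mutant NPC1 promoter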
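Luciferase expression driven by the NPC1 promoter was measured in stably transfected Huh7 cells after a 24 h compound incubation, using a luciferase reagent and a luminescence read.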
RORg inh: ROR gamma (mouse) transcription inhibition | Drosophila S2 Gal4-RORgamma UAS-luciferase reporter, 20 h | Potency, µM (highest dose often 53.6 µM), without a hit: top-dose activity change, negative = inhibition, most hits filed as inhibitors | hit rate 5.4% among 310,000 | AID 2551; also: potency is read from the fitted curve at half-maximal effect; % is scaled to controls: 0 for no effect and ±100 for the full control effect; nearly all actives have a fitted effect of over 60% in size
Target sequence (P51450 whole entry, looked up, the tested form may be a part): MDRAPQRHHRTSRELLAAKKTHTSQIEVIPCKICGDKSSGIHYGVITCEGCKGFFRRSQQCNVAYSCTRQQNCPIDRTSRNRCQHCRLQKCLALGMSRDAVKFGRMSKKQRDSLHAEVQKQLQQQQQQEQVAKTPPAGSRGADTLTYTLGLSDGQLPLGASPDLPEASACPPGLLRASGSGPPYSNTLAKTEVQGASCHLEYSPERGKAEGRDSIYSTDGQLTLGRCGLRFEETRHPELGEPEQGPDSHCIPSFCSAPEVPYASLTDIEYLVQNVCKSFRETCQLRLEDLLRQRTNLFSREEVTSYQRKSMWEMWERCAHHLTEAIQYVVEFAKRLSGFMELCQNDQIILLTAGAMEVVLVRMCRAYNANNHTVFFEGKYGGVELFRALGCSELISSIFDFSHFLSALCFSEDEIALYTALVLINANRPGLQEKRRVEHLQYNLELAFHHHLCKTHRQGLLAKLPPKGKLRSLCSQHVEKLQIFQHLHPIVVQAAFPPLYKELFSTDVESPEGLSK
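Luminescence from a UAS-regulated Photinus luciferase reporter in stably transfected Drosophila Schneider cells is measured; decreased signal marks ROR gamma inhibition. Fusion expression is induced by 700 uM copper sulfate for 20 hr.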
VP16 counter: inhibits Gal4-VP16 luciferase reporter, ROR gamma counter-screen | hit rate 3.5% among 310,000 | Potency, µM (series often up to 53.6 µM), for inactives: at the highest dose activity, negative = inhibition, actives largely listed as inhibitors | Drosophila S2 Gal4-VP16 UAS-luciferase, luminescence, 20 h;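 also: Gal4-VP16 expression switched on by copper sulfate through the metallothionein promoter; potency is read from the fitted curve at half-maximal effect; % is scaled to controls: 0 for no effect and ±100 for the full control effect; nearly all actives have a fitted effect of over 50% in size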
FLuc modulator: inhibits or activates purified firefly luciferase, miR-21 counter-screen; P08659; purified FLuc, Km substrates, luminescence inhibition; Potency, µM (highest dose often 57.5 µM), for the others: at the highest dose activity change, negative = inhibition, usual class: inhibitors; hit rate 6.9% among 360,000; AID 588342;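 also: potency is read from the fitted curve at half-maximal effect; plate controls were vehicle for no effect and reference inhibitor for full effect; nearly all actives have a fitted effect of over 55% in size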
Target sequence (P08659 whole entry, looked up): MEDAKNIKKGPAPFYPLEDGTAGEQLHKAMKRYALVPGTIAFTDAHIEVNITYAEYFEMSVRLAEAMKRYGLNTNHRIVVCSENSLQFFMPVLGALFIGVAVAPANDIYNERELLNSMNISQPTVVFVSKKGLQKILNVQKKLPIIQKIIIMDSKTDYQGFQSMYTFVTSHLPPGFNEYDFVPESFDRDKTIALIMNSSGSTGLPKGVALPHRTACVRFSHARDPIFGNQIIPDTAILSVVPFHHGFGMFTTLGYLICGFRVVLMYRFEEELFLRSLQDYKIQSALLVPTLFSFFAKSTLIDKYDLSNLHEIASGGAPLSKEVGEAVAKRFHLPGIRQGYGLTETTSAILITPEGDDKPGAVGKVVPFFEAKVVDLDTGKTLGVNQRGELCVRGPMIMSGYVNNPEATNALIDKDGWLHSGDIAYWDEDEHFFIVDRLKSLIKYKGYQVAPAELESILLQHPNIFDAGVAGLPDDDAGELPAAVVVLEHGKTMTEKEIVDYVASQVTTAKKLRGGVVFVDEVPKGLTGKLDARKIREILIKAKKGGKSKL
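Purified P. pyralis luciferase, 10 nM final, with Km-level 10 uM D-luciferin and 10 uM ATP in 50 mM Tris acetate pH 7.5, 10 mM Mg acetate, 0.01% Tween-20, 0.05% BSA; 6-point qHTS titration about 60 µM downward; luminescence read.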
Tb PFK block: inhibitors of T. brucei phosphofructokinase. hit rate 0.17% among 330,000. Potency, µM (titrated, usually from 57.5 µM), for inactives: at the highest dose activity, negative = inhibition, actives largely listed as inhibitors. T. brucei PFK, ADP-Glo luminescence. AID 485367. O15648;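 also: potency is read from the fitted curve at half-maximal effect; 0% = uninhibited 1x PFK enzyme wells and -100% = no-enzyme wells; nearly all actives have a fitted effect of over 60% in size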
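1.25 nM PFK with 0.5 mM F6P and 0.1 mM ATP in 0.1 M TEA pH 8.0, 5 mM MgCl2, incubated 45 min at room temperature; ADP measured by ADP-Glo luminescence; compounds titrated up to 57 uM.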
Numbers without * were called inactive; ? = inconclusive; · = no result given; & = joins results of further samples; [ ] = remark or other dose. Unless noted, calls follow the shape of the dose curve; as a rule, active = well fitted curve in the direction sought with a large enough effect; inconclusive = small, poorly fitted or top-dose-only effect, or another doubt; inactive = no such curve, though single readings can be large; an effect the other way counts as inactive or inconclusive.

SMILES	ELG1 genotoxic	uPA surface inh	Rab9 prom act	Giardia kill	KCNH2 3.1 inh	Coupling enz	NPC1 prom act	RORg inh	VP16 counter	FLuc modulator	Tb PFK block
COc1ccc(NC2=NC3(CCCCC3)N=C(N)N2)cc1	0%	1%	1%	-21	-8	-1	-3%	16%	-1%	-2%	2%
COc1ccc(-c2nnnn2C)cc1S(=O)(=O)NCCc1ccccc1	2%	0%	-1%	1	6	3	-5%	36%	0%	-1%	-2%
NC(=O)CN(c1ccc([N+](=O)[O-])cc1)S(=O)(=O)c1ccccc1	-4%	0%	-1%	-21	-5	0	-5%	-4%	-7%	0%	-1%
CNC(=O)OCCSCCS(=O)(=O)c1ccc(Cl)cc1	-1%	2%	-3%	-6	-2	3	-3%	-11%	1%	0%	-3%
Cc1ccc(S(=O)(=O)c2ccc(Cl)cc2)cc1S(N)(=O)=O	0%	-5%	0%	6	8	2	-3%	33%	-8%	-2%	0%
COCCNC(=O)c1cccc(C)c1[N+](=O)[O-]	0%	1%	4%	-11	9	4	-3%	4%	-6%	-1%	0%
CC(=O)c1cccc(NC(=O)NC2CC3CCCC(C2)N3CC(C)C)c1 (stereo unspecified)	11%	-1%	-1%	-3	7	1	0%	-21%	8%	0%	5%
COc1ccc(N(CC(=O)N2CCOCC2)S(C)(=O)=O)cc1	-1%	-1%	0%	-3	2	3	-4%	3%	2%	0%	-2%
CCC1(CC)NC(=S)N(Nc2ccccc2)C1=O	-1%	8%	7%	-1	7	5	-2%	-2%	0%	0%	1%
COC(=O)CN1C(=O)COc2ccc(S(=O)(=O)N3CCCCCC3)cc21	-1%[9.26 µM]	-16%	-1%	5	8	2	-1%	1%	-4%	1%	0%
COc1ccc(C(=O)N2CC3(C)CC2CC(C)(C)C3)cc1OC (stereo unspecified)	-1%	-3%	-4%	-12	-15	3	0%	?	?	-1%	1%
O=C(CCOc1ccccc1)Nc1ccccc1F	13%	-11%	3%	22	-8	5	6%	3%	-12%	-18%	-6%
CCCS(=O)(=O)N1CCC(C(=O)NCCCOC)CC1	0%	5%	3%	-1	·	0	-2%	-20%	1%	0%	-3%
COc1cccc(OCCCCCCN2CCOCC2)c1	0%	6%	-7%	1	9	3	-3%	22%	-11%	-1%	-5%
Cn1c(CN2CCCCC2)nc2cc(NC(=O)c3cccc(Br)c3)ccc21	16%	·	-17%	-4	-27	3	-1%	-11%	15%	?	0%
CCc1ccc(OCC(=O)N/N=C/c2cc([N+](=O)[O-])ccc2N2CCCCCC2)cc1	-6%	2%	-2%	2	-13	-3	-14%	26%	-2%	-3%	-3%
CC1CCCN(CCOCCSc2ccccc2)C1 (stereo unspecified)	-5%	-1%	0%	-5	5	0	1%	-21%	-4%	-2%	1%
CCn1cnc2scc(-c3ccc(OC)cc3)c2c1=O	-7%	-14%	-3%	3	4	-1	-2%	34%	-3%	-16%	-4%
CCCCCCC(=O)N=Nc1c(O)[nH]c2ccc([N+](=O)[O-])cc12	2%	1%	-1%	14	5	-8	0%	-8%	-8%	-2%	0%
CC(=O)Nc1ccc(Oc2cc(C#N)c(C#N)cc2N2CCOCC2)cc1	0%	-3%	0%	-11	2	1	0%	6%	-29%	4%	3%
CCC(C)N(C(=O)CCC(=O)Nc1cc(C)on1)C(C(=O)NC(C)(C)C)c1ccccc1Cl (stereo unspecified)	-3%	1%	0%	8	0	1	-1%	21%	-3%	-1%	1%
CCN(C(=O)COC(=O)c1cc(S(=O)(=O)N2CCc3ccccc32)ccc1OC)C1CCS(=O)(=O)C1 (stereo unspecified)	2%	-1%	-7%	?	-15	-3	0%	44%	-1%	5%	-2%
CN1C(=O)CSc2ccc(C(=O)O)cc21	6%	3%	5%	-4	-3	-8	-5%	4%	-11%	1%	5%
COC/C=C/C1=CC2=CC(=O)C(C)(OC(=O)c3cnc4ccccc4n3)C(=O)C2=CN1C(CO)CO (stereo unspecified)	2%	5%	-1%	0	2	-15&-20	-3%	1%	6%	-3%	0%
C#CCNC(=O)C1=C[C@H](c2cn(C(C)=O)c3ccccc23)[C@@H](CCCO)[C@H](OCC)O1	8%	6%	3%	-1	4	0	-3%	8%	-10%	-1%	-1%
CSc1nc2ccccc2c(=O)n1C1CCOC(C)(C)C1 (stereo unspecified)	3%	4%	-3%	1	7	9	1%	8%	3%	0%	9%
Fc1ccc(-[n+]2nc(Nc3ccccc3)sc2-c2cccc(Cl)c2Cl)cc1	-3%	11%	0%	-18	12	-5	-1%	8.9µM*	?	0%	0%
Cc1cc(C)c2c(=O)[nH]c(SCC(=O)c3ccc(C(C)C)cc3)nc2n1	1%	-2%	1%	22	-13	2	1%	29%	15%	-14%	0%
O=C(CSCc1cc(=O)[nH][nH]1)Nc1ccc(F)cc1	1%	7%	-5%	-4	7	0	-2%	-1%	7%	-5%	-5%
Cc1cccc(C)c1NS(=O)(=O)c1ccc2c(c1)C(=O)c1ccccc1C2=O	-3%	24%	3%	-7	5	0	1%	-8%	-10%	-1%	-5%
CCCCCC(=O)NC(=S)NC1C2CC3CC(C2)CC1C3 (stereo unspecified)	-5%	0%	9%	17	2	-1	-2%	2.2µM*	7.9µM*	-15%	0%
CCCc1nc(SCC(=O)Nc2nnc(CC)s2)c2c(=O)n(C)c(=O)n(C)c2n1	-9%	5%	-18%	-5	0	1	-16%	-21%	5µM*	2%	0%
COc1ccc(C2=NS(=O)(=O)N(C)C(C(=O)NCc3ccc(F)cc3)=C2)cc1OC	0%	1%	1%	3	3	-1	-1%	18%	-1%	-12%	-4%
O=C(COc1ccc(Cl)cc1)NNC(=O)c1ccc(=O)[nH]c1	-1%	0%	·	-21	0	·	·	·	·	·	-7%
CS(=O)(=O)c1ccccc1C(=O)Nc1nc2ccccc2[nH]1	1%	1%	2%	8	13	-1	-4%	6%	0%	-3%	-4%
COc1ccc(CCC(=O)NNC(=O)c2cc(Cl)ccc2OC)cc1	4%	-2%	-2%	1	0	-1	6%	-3%	-1%	-1%	-1%
COc1ccccc1/C=C1\SC(=S)N(CC(=O)NC2CCS(=O)(=O)C2)C1=O (stereo unspecified)	0%	5%	3%	7	10	·	-3%	-26%	-5%	13µM*	4%
CS(=O)(=O)c1ccc(C(=O)Nc2cc(-c3ccccc3)nn2-c2ccccc2)cc1	-4%	-9%	2%	-2	·	·	7%	·	·	-19%	7%
S=c1[nH]nc(COc2ccc(Cl)cc2)n1Cc1ccco1	-3%	6%	2%	1	-17	0	1%	3.2µM*	?	?	-2%
COc1ccc(C)cc1NC(=O)c1cccc(C(=O)Nc2cc(C)ccc2OC)c1	-9%	11%	-4%	0	-27	0	-4%	?	-8%	1%	1%
CCOC(=O)C(NC(C)=O)(Nc1ccc(S(=O)(=O)Nc2ccncn2)cc1)C(F)(F)F (stereo unspecified)	1%	5%	-4%	-6	-3	2	-2%	?	-1%	1%	-4%
CCOC(=O)[C@H]1[C@H]2COc3cc(OC)ccc3[C@@H]2N2C(=O)N(c3cccc(Cl)c3)C(=O)[C@@]12C	-1%	13%	-2%	-15	-9	1	-1%	5%	0%	1%	-4%
O=C(CN1CCN(c2ncccn2)CC1)N1CCCC1	2%	-5%	-2%	8	-14	4	1%	2%	-7%	-2%	-1%
COc1ccc(S(=O)(=O)N2CCOCC2)cc1NC(=O)CCOc1ccc(C(C)(C)C)cc1	2%	-3%	-3%	2	-32	·	-4%	·	·	4%	-2%
COc1cc2c(cc1OC)C(=O)Cc1ccc3c(c1CN(C)CC2)OCO3	-2%	6%	0%	12	5	3&-1&1	-4%	-15%&22%&7%	-2%&-1%&0%	-1%	-4%
O=C(Nc1ccccc1)C1=C[C@H](C2CC2)C[C@H](OCCCCO)O1	?	9%	13%	5	6	-2	4%	13%	-6%	?	-2%
CCC(C)(C)NC(=O)C(OC(=O)c1ccco1)c1ccccc1F (stereo unspecified)	-4%	6%	3%	6	3	5	-3%	0%	-1%	3%	0%
Cc1ccc(-c2nc(CSc3nc4ccccc4c(=O)n3CCO)cs2)cc1	15%	-2%	0%	-10	1	-3	-2%	?	0%	-2%	0%
Cc1cc(C)c2c(CN3CCN(C/C=C/c4ccccc4)CC3)cc(=O)oc2c1	-9%	2%	-3%	-6	-87*	1	1%	0%[10 µM]	1%	-3%	-2%
O=C1CCC(C(=O)Nc2cccc(S(=O)(=O)Nc3ccccc3F)c2)=NN1	-5%	2%	·	14	-1	·	·	·	·	·	?
O=C(CNc1cccc(S(=O)(=O)N2CCOCC2)c1)Nc1cccc(Br)c1	-17%	0%	1%	7	-9	·	1%	·	·	-4%	0%
Cc1ccc(NC(=O)CSCc2cc(=O)n3ccsc3n2)cc1	-1%	10%	-3%	35[activator]	-10	0	3%	-17%	-5%	3%	1%

Screening results: PubChem BioAssay, National Center for Advancing Translational Sciences (NCATS)
